# G6PDH counter: L. mesenteroides G6PDH inhibitors, counter-screen for G6PDH-coupled screening assays, biochemical, Leuconostoc mesenteroides enzyme | glucose-6-phosphate dehydrogenase [Leuconostoc mesenteroides] | Purified L. mesenteroides G6PDH, diaphorase/resazurin coupled fluorescence, 45 min | 0.12% of 200,000 active | inhibition, % at 5 µM; in the data active means inhibition above about 50%
# Diaphorase inh: diaphorase inhibitors and chemical oxidizers, primary screen, counter-screen for diaphorase-coupled primary assays, biochemical, uHTS, resorufin fluorescence | 0.69% of 190,000 active | inhibition, % at 20 µM | diaphorase resazurin-to-resorufin fluorescence, NADH, 16 min; bacterial (C. kluyveri) enzyme, not human | AID 1217, 2008;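 active means primary screen inhibition at 20 µM above a set limit, cut at about 50% in these data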;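 further: plate controls were DMSO with full reaction for no effect and wells lacking NADH for full effect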
#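 System: Diaphorase enzyme from Clostridium kluyveri | Amount: Enzyme working solution with 0.14 U/mL diaphorase | Benchmarks: No-NADH positive control and DMSO neutral control | Signal: Fluorescence of resorufin formed from resazurin, Ex 544/Em 590 nm | Schedule: 16-min room-temperature incubation before reading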
# Diaphorase act: compounds boosting diaphorase resazurin reduction – biochemical, uHTS, resorufin fluorescence, counter-screen for diaphorase-coupled primary assays, primary screen; Diaphorase/resazurin coupled assay, 16 min; hits give high values; 1 = vehicle wells, 0 = NADH-free wells; activation factor at 20 µM; 0.005% of 190,000 active;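 active means diaphorase activity raised at least twofold by the compound at 20 µM; inactive means activation factor below 2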
#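 Material: purified diaphorase enzyme from Clostridium kluyveri / Medium: HEPES pH 7.4 buffer with MgCl2 and Tween 20 / Schedule: enzyme reaction of 16 min at room temperature / Measured by: resorufin fluorescence, excitation 544 nm, emission 590 nm / Evaluation: rise in resorufin formation, marking diaphorase activation or chemical reduction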
# APP 5UTR inh: inhibitors of APP translation via 5'UTR reporter, primary screen, APP 5'UTR luciferase, SH-SY5Y cells; SH-SY5Y APP 5'UTR-luciferase reporter, luminescence; inhibition, % at 2 µM; 0.82% of 190,000 active; AID 1285, 2008;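 active means inhibition above a set limit, derived from the sample mean plus 3 SD, cut at about 45% in these data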; further: values of inactives mirror those of a sister screen read the other way
# * = called active by the depositor; nt = not tested or not shown. The list is partial (hit frequency here may not be typical).
SMILES,G6PDH counter,Diaphorase inh,Diaphorase act,APP 5UTR inh
O=S(=O)(c1ccc(F)cc1)N1CCCCC1c1cccnc1 (configuration not stated),nt,nt,nt,9
CCC(=Nc1ccc2c(c1)CCC2)c1c(O)n(C)c(=O)n(C)c1=O,10,3,1,nt
Cc1cc(OCC(=O)Nc2c(C)n(C)n(-c3ccccc3)c2=O)c2c3c(c(=O)oc2c1)CCC3,-1,25,0.8,nt
CN1CCc2nc(SCC(=O)OC(C)(C)C)c(C#N)cc2C1,8,1,1,nt

# As a working copy, part of the list above:
SMILES,G6PDH counter,Diaphorase inh,Diaphorase act,APP 5UTR inh
O=S(=O)(c1ccc(F)cc1)N1CCCCC1c1cccnc1 (configuration not stated),nt,nt,nt,9
CCC(=Nc1ccc2c(c1)CCC2)c1c(O)n(C)c(=O)n(C)c1=O,10,3,1,nt

# Profiles, looked up by structure. Values in the order: G6PDH counter	Diaphorase inh	Diaphorase act	APP 5UTR inh
# Entry for Cc1cc(OCC(=O)Nc2c(C)n(C)n(-c3ccccc3)c2=O)c2c3c(c(=O)oc2c1)CCC3 = -1	25	0.8	nt
# Entry for CN1CCc2nc(SCC(=O)OC(C)(C)C)c(C#N)cc2C1 = 8	1	1	nt

# Arranged by heavy-atom count (ascending): part of the list above.
SMILES,G6PDH counter,Diaphorase inh,Diaphorase act,APP 5UTR inh
O=S(=O)(c1ccc(F)cc1)N1CCCCC1c1cccnc1 (configuration not stated),nt,nt,nt,9
CCC(=Nc1ccc2c(c1)CCC2)c1c(O)n(C)c(=O)n(C)c1=O,10,3,1,nt
Cc1cc(OCC(=O)Nc2c(C)n(C)n(-c3ccccc3)c2=O)c2c3c(c(=O)oc2c1)CCC3,-1,25,0.8,nt

# Bioassay records deposited in PubChem BioAssay by several laboratories.
